# RAM network inh: inhibitors of the yeast RAM network; S. cerevisiae dse1pr::URA3 reporter, 5-FOA growth OD615, 2 d; analog-sensitive cbk1-as2 kinase mutant strain; inhibition, % at 50 µM; 1.8% of 190,000 active; AID 868;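 active = inhibition above a set limit, 3 SD over mean compound inhibition, cut at about 8.4% in these data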;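 note: 0% = DMSO-only wells with no growth and 100% = 10 µM 1-NA-PP1 full growth; inhibition rescues growth on 5-FOA so higher OD means more RAM inhibition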
# Redox H2O2 prof: compounds producing H2O2 with reducing agent – biochemical, NIH compound library profiling, artefact control for MLSCN library redox annotation, primary screen. DTT-dependent redox cycling H2O2, phenol red/HRP absorbance; 100% = 100 µM peroxide control, 0% = buffer. 0.03% of 200,000 active. activation, % at 10 µM;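 active = activation of at least 50% relative to the plate's high and low controls in the primary single-dose screen; inactive = activation below 50%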;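 note: compound incubated with DTT at 0.8 mM final as the reducing agent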
# Efa HMGR inh: E. faecalis class II HMG-CoA reductase inhibition; purified E. faecalis HMGR, NADPH absorbance 340 nm kinetic; inhibition, % at 10 µM; 0.41% of 190,000 active; AID 1066;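 active = inhibition above a set limit, the median over all tested compounds plus 3 SD, cut at about 9.5% in these data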;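 note: enzyme runs in reverse so mevalonate oxidation gives rising NADPH absorbance; 0% = complete reaction with DMSO and 100% = background rate lacking mevalonate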
# PPARg SRC2 recr: agonists of SRC-2 recruitment by human PPARgamma | PPARgamma LBD-SRC-2 recruitment, biochemical | P37231 | AID 1032 | activation, % at 8 µM | 0.34% of 200,000 active; in the data active = activation above about 22%;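 note: 0% = vehicle and 100% = reference agonist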
# Target sequence (P37231 whole entry, looked up, the tested form may be a part): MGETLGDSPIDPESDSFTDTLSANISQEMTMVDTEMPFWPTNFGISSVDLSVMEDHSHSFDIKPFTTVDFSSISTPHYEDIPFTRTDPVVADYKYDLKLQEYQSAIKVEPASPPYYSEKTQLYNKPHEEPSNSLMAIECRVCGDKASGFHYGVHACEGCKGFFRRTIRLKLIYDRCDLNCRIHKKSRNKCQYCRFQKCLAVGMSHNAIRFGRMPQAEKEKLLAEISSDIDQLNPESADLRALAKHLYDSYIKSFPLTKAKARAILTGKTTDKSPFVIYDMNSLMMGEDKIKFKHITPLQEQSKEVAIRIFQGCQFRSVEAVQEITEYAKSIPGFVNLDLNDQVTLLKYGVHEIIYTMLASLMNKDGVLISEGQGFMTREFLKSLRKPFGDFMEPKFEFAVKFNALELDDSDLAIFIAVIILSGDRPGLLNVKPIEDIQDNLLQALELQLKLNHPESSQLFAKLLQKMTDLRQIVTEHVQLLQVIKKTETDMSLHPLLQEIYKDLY
# PPARg SRC3 recr: promotes SRC-3 coactivator recruitment by human PPARgamma | P37231 | biochemical PPARgamma/SRC-3 coactivator recruitment assay | activation, % at 8 µM | 0.26% of 200,000 active | AID 731; in the data active = activation above about 23%;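 note: 0% = DMSO and 100% = reference agonist; some compounds past the cut are filed as inactive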
# L major viab: inhibitors of Leishmania major promastigote growth; Leishmania major promastigotes, resazurin fluorescence viability; inhibition, % at 10 µM; 9% of 200,000 active; AID 1063; in the data active = inhibition above about 50%;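 note: promastigotes grown with compound for 44 hours at 28 °C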
# bIAP inh: intestinal alkaline phosphatase (bovine) inhibition. purified bovine IAP, CDP-star luminescence, 30 min. inhibition, % at 20 µM. AID 1019. 190,000 tested, under 10 active;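 active = over 50% inhibition of intestinal alkaline phosphatase at 20 µM in the single-dose screen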
#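 System: Purified bovine intestinal alkaline phosphatase (IAP) enzyme | Input: IAP diluted 1/65,000,000 in the well | Also added: CDP-star chemiluminescent phosphatase substrate, 30 µM final | Dosing: 20 µM single dose | Times: Enzyme reaction for 30 min at room temperature | Detection: Luminescence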
# ROMK mod: modulators of human ROMK potassium channel; Tet-inducible ROMK, thallium flux fluorescence; actives lie on both sides; AID 1918; B-score at 10 µM; 2% of 130,000 active;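 active = signal ratio slope over the read window, or its plate-corrected B-score, at least 3 SD from the plate mean, either direction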;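 note: B-score of the F/F0 ratio slope over 7 to 12 s after thallium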
# S1P3 antag: antagonists of human S1P3 receptor. Q99500. CHO S1P3 NFAT-BLA reporter, FRET fluorescence, antagonist mode. inhibition, % at 4.98 µM. 0.27% of 170,000 active. AID 485;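 active = inhibition above the plate cutoff, the mean inhibition of test wells on that plate plus 3 SD, cut at about 28% in these data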;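 note: cells challenged with S1P at its EC80 of 0.8 µM; blue over green emission ratio from cleaved BLA substrate after 4 h stimulation; 0% = S1P-stimulated wells and 100% = unstimulated DMSO-only wells; some compounds past the cut are filed as inactive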
# Target sequence (Q99500 whole entry, looked up): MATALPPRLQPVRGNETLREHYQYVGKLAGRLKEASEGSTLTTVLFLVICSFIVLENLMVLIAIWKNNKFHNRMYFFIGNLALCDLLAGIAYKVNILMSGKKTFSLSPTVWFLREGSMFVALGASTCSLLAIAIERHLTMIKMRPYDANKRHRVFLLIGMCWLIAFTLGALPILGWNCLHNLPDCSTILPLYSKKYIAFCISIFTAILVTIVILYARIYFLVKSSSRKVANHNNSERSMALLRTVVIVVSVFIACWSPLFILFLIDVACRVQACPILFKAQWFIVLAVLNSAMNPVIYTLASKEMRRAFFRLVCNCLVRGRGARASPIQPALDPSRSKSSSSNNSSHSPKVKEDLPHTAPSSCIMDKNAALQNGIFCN
# PPARg SRC1 recr: PPARgamma-driven SRC-1 recruitment agonism | AID 631 | 0.41% of 200,000 active | PPARgamma-SRC-1 coactivator recruitment biochemical assay | activation, % at 8 µM | P37231; in the data active = activation above about 19%;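 note: 0% = DMSO and 100% = reference agonist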
# TR-FRET SRC-2 ct: counter-screen for PPARgamma SRC-2 recruitment agonists: TR-FRET artefact. active compounds read high. TR-FRET ratio at 8 µM. 0.4% of 200,000 active. AID 1049; in the data active = TR-FRET ratio above about 2000; note: inactives centre near 1500; reference of the scale not given here
# * marks the source's active call; other numbers are inactive results; nt = no result given.
SMILES,RAM network inh,Redox H2O2 prof,Efa HMGR inh,PPARg SRC2 recr,PPARg SRC3 recr,L major viab,bIAP inh,ROMK mod,S1P3 antag,PPARg SRC1 recr,TR-FRET SRC-2 ct
O=C(Cc1cccs1)Nc1ccccn1,1.3,0.0,0.3,7.1,5.5,-3.4,7.2,nt,2.1,0.1,1612
Cc1nnc(SCC(=O)NC2CCCC2)s1,1.7,5.0,-1.3,-5.8,-3.2,-2.2,-4.6,nt,nt,2.1,1422
CC1(C)Cc2c(c(N3CCOCC3)nc3snc(Br)c23)CO1,0.8,-1.1,2.4,6.6,6.0,19.8,4.8,nt,nt,2.5,1623
O=C(CCS(=O)(=O)c1ccccc1)NC12CC3CC(CC(C3)C1)C2,0.3,0.1,-0.6,2.5,7.3,-3.4,9.9,0.0452,nt,-0.3,1529
O=C(CN1C(=O)c2ccccc2C1=O)Nc1cccc([N+](=O)[O-])c1,-0.1,-0.5,-6.0,-2.3,1.4,39.1,20.2,nt,-1.8,6.0,1760
N=c1n(Cc2ccccc2Cl)c2ccccc2n1CC(O)c1ccco1 (stereo not drawn),0.7,-0.4,5.6,-1.8,-0.9,9.1,6.8,-1.21,3.2,-9.8,1376
COc1cc(CNC2CCC(C)C2)cc(OC)c1 (stereo not drawn),3.4,2.7,-0.5,-9.4,9.9,14.9,11.6,-0.247,-25.0,-7.5,1303
CC1CN(C)C(c2ccccc2)C(C)C12NC(=O)NC2=O (stereo not drawn),1.2,2.3,-2.5,7.1,-2.0,-6.2,-4.7,nt,nt,3.7,1628
CCN(CC)C(=O)CSc1nnc(-c2ccncc2)n1N,0.0,2.3,-2.6,-13.8,8.5,-1.0,-3.6,nt,nt,7.7,1343
COc1ccc(CN2CCN(Cc3cn(C)nc3-c3ccccc3)CC2CCO)c(C)c1C (stereo not drawn),1.6,-0.5,-8.8,5.8,1.9,-1.0,-17.0,nt,0.5,1.8,1517
Cc1ccc(NC(CC(=O)c2ccccc2)c2ccc(F)cc2)cc1 (stereo not drawn),1.2,1.1,1.6,2.5,11.6,-2.9,6.8,nt,nt,1.5,1801
CCOC(=O)c1ccc(NC2=CC(=O)CC(c3ccco3)C2)cc1 (stereo not drawn),1.9,-2.7,0.2,14.5,2.0,1.6,11.8,0.00846,20.1,7.3,2006*
CC1CC(=O)N(c2ccc(NCCc3ccccc3)c([N+](=O)[O-])c2)C1=O (stereo not drawn),1.5,0.8,-0.7,3.1,5.3,1.7,-10.2,0.00333,11.2,7.3,1608
Cc1cccc(C(=O)Nc2nnc(SCC(=O)Nc3ccc4c(c3)oc3ccccc34)s2)c1,0.9,0.0,-1.9,-5.3,-2.9,17.3,49.3,nt,5.9,-1.7,1617
O=C(CSc1ncccn1)N/N=C/c1ccc(OC2CSC2)cc1,1.7,-0.2,-4.1,1.3,0.1,0.0,-15.9,-0.29,-3.5,0.3,1666
Cc1ccc(S(=O)(=O)/N=C(\N)Nc2nc(C)c3cc(C)c(C)cc3n2)cc1,4.5,-1.1,1.5,3.9,-0.6,8.6,5.6,nt,nt,-0.4,1719
Cc1cc(Cl)c(OCCCNCc2ccccc2)c(Br)c1,0.0,0.1,3.2,4.2,-2.2,84.1*,7.9,-5.18*,nt,-3.8,1585
Cc1ccccc1NC1=NS(=O)(=O)c2ccccc21,0.6,0.9,-3.8,1.2,4.4,-6.2,7.6,nt,nt,0.8,1585
O=C1NN(c2ccccc2)C(=O)/C1=C\c1ccc(-c2cc([N+](=O)[O-])ccc2O)o1,4.1,0.9,0.6,3.8,2.9,-11.0,42.4,nt,-14.9,1.6,1755
C=CCn1c(SCC(=O)Nc2ccc(F)cc2)nc2cc(C(=O)O)ccc2c1=O,-0.7,-0.3,0.3,2.5,-0.5,-0.9,1.6,-0.295,-6.0,-2.6,1547
COc1cc(CC(=O)NCC2COc3ccccc3O2)cc(OC)c1OC (stereo not drawn),1.0,4.0,2.0,-1.7,3.2,-6.2,8.4,0.249,-6.0,-0.1,1639
Cc1ccc(C)c(N=Nc2ccc(O)c3ncccc23)c1,0.6,1.9,1.6,4.6,1.2,100.2*,34.4,nt,-5.5,6.9,1565
O=c1oc2c(CN3CCOCC3)c(O)ccc2c2c1CCCC2,0.1,-0.4,-3.2,10.8,1.6,-1.6,7.6,-1.99,-6.0,0.5,1566
O=[N+]([O-])c1ccccc1/C=C/C=N/n1c(-c2ccco2)n[nH]c1=S,-0.1,-1.0,1.8,8.1,3.7,0.7,44.1,nt,-12.4,2.1,1627
COCCCNC(=O)CC(=O)N/N=C\c1ccc(SC)cc1,-0.4,-0.4,-0.5,5.0,0.6,-2.6,4.9,-0.09,-6.2,4.7,1366
CCCCCn1c(SCC#N)nc2cc(C(=O)NCC3CCCO3)ccc2c1=O (stereo not drawn),1.5,1.6,-10.0,-3.4,-13.4,8.0,-0.5,-1.02,24.1,-5.9,1553
CCc1ccc(NC(=O)c2ccc(OC)c([N+](=O)[O-])c2)cc1,2.0,0.3,-2.0,2.2,1.0,-1.5,4.3,nt,20.5,5.3,1577
CC(C)c1c(O)nc(SCCC(=O)O)[nH]c1=O,2.7,2.4,2.9,-4.6,-3.1,-1.2,19.4,nt,2.5,3.2,1483
O=c1[nH]c(=O)n(Cc2ccccc2)c2nc(-c3ccc(Oc4ccc(F)cc4)c([N+](=O)[O-])c3)n(CCO)c12,5.3,0.0,-4.5,-0.9,3.1,21.6,32.4,0.272,-2.6,2.1,1508
Cc1ccccc1C(=O)NC(=S)NCc1cccnc1,0.1,-0.1,4.7,-1.4,-0.9,-7.4,5.5,0.881,-3.2,-1.2,1427
O=C(O)c1ccc(N2CCCCS2(=O)=O)cc1,2.4,-0.1,-6.1,6.6,1.5,-6.7,8.8,0.443,-22.5,3.1,1568
O=Cc1c(Sc2ccccn2)nc2ccccn2c1=O,0.7,1.0,-4.2,3.9,0.7,20.6,-37.2,nt,nt,-4.2,1499
CCCCCCCn1c(=N)n(CC(O)c2ccco2)c2ccccc21 (stereo not drawn),1.9,-0.7,-5.4,1.9,4.3,81.8*,-4.5,-4.29*,-7.6,0.7,1406
COc1ccc(C(=O)O/N=C(\N)c2ccccc2)c(OC)c1,-0.5,-0.5,-0.2,5.6,-0.8,37.3,-16.9,-0.968,0.1,5.7,1596
O=C(Cc1cccc2ccccc12)Nc1ccc(OC(F)F)c(Cl)c1,6.8,0.7,-1.6,-7.3,5.8,39.0,29.1,-0.304,5.7,-2.7,1560
COc1cc(CN(C(=O)c2ccco2)c2ccc(C)cc2)ccc1O,-0.9,0.9,-5.0,7.2,3.0,-1.5,6.8,nt,-5.4,3.7,1417
CCC1CCCCN1Cc1cc(OC)c(O)c([N+](=O)[O-])c1 (stereo not drawn),-0.3,-3.0,1.0,1.3,-8.9,2.3,17.9,-0.051,nt,-6.3,1466
COc1ccc(CC2(CO)CCN(S(=O)(=O)c3sccc3C)CC2)cc1,-1.4,-0.1,5.0,-3.0,0.9,8.5,-9.3,-1.16,1.1,-1.9,1461
O=C(C1=C[C@H](c2coc3ccccc3c2=O)C[C@H](OCCCCO)O1)N1CCN(Cc2ccc3c(c2)OCO3)CC1,-0.5,-0.5,0.3,3.4,-3.2,0.4,0.1,nt,-4.7,-1.6,1557
CCOC(=O)C1CCN(C(=O)c2ccc(N(C)S(C)(=O)=O)cc2)CC1,1.4,0.3,-0.1,-1.4,-4.1,-2.3,-1.1,-0.597,nt,0.7,1558
Cc1[nH]c2ccc(Cl)cc2c(=O)c1CN1CCCC1,0.5,-0.4,-3.2,-2.2,5.2,9.3,-2.0,0.0407,-6.2,10.2,1604
CN(CCOc1ccccc1)CC(=O)Nc1ccc([N+](=O)[O-])cc1Cl,2.4,-0.4,-2.5,-7.2,-3.0,-3.7,20.1,0.0997,-0.2,-5.5,1341
Cc1nn(Cc2ccccc2)c(Cl)c1C(=O)OCC#N,1.4,-0.4,2.3,15.3,4.9,-7.7,4.7,0.275,-15.3,5.4,1663
Cc1cc(C)n2cc(-c3ccc(Cl)cc3)c(C(=O)O)c2n1,1.0,-0.8,-3.2,8.0,5.3,2.5,0.8,-0.476,4.3,-5.3,1583
O=C(N=C1c2ccccc2CN1c1ccc(F)c(Cl)c1)c1cccnc1Cl,-0.1,-0.2,-1.4,0.7,-6.2,11.7,-11.6,-0.429,19.9,-3.9,1442
O=c1c(C(c2c(O)nc3n(c2=O)CCS3)c2cccc3ccccc23)c(O)nc2n1CCS2,3.8,-7.5,1.0,2.2,11.7,-2.4,6.0,nt,nt,-3.0,1544
CCN(CC)S(=O)(=O)c1ccc(C)c(C(=O)Oc2cccc(-c3cnc4ccccc4n3)c2)c1,9.3*,0.8,-2.5,12.6,4.3,0.0,-13.9,0.263,13.8,1.9,1643
Cc1cccc(-c2nnc(NC(=O)c3ccc(Cl)cc3)o2)c1,1.5,-0.2,0.2,3.5,-4.8,0.9,-0.2,nt,4.7,1.9,1457
O=C(/C=C/c1ccc(Cl)cc1Cl)Nc1cccc(S(=O)(=O)NC2=NCCC2)c1,7.3,0.1,8.2,-0.3,7.3,-4.6,5.0,0.109,-8.1,1.6,1562
Cc1ccc(CN2C(=O)NC(Cc3c[nH]c4ccccc34)C2=O)cc1 (stereo not drawn),-2.0,0.4,-0.2,-9.0,-0.2,8.3,17.8,nt,-1.4,-10.1,1492

# An excerpt of these results, with tabs.
molecule	RAM network inh	Redox H2O2 prof	Efa HMGR inh	PPARg SRC2 recr	PPARg SRC3 recr	L major viab	bIAP inh	ROMK mod	S1P3 antag	PPARg SRC1 recr	TR-FRET SRC-2 ct
Cc1ccccc1C(=O)NC(=S)NCc1cccnc1	0.1	-0.1	4.7	-1.4	-0.9	-7.4	5.5	0.881	-3.2	-1.2	1427
O=C(O)c1ccc(N2CCCCS2(=O)=O)cc1	2.4	-0.1	-6.1	6.6	1.5	-6.7	8.8	0.443	-22.5	3.1	1568

# Following part
SMILES,RAM network inh,Redox H2O2 prof,Efa HMGR inh,PPARg SRC2 recr,PPARg SRC3 recr,L major viab,bIAP inh,ROMK mod,S1P3 antag,PPARg SRC1 recr,TR-FRET SRC-2 ct
COc1cccc(C2=NOC(C(=O)NCCN3CCOCC3)C2)c1 (stereo not drawn),1.5,-0.9,0.5,5.7,1.4,5.3,4.0,nt,-10.2,11.2,1727
CC(C)(C)Nc1nc(NCc2cccnc2)nc(N2CCOCC2)n1,0.0,0.5,-5.5,6.3,7.6,8.7,-6.3,-0.157,nt,0.1,1371
O=C(OCC(=O)c1ccco1)c1ccc2ncsc2c1,1.2,1.0,3.3,-5.4,1.8,-5.7,9.8,0.153,26.0,1.9,1649
O=C(Nc1nccs1)C1C2CC3OC(=O)C1C3C2 (stereo not drawn),1.2,1.5,0.4,10.6,-0.4,8.2,17.0,0.608,18.2,0.3,1530
Oc1[nH]c2ccc(Br)cc2c1N=Nc1ccc(C(F)(F)F)cn1,2.3,-0.6,-5.5,4.2,4.1,14.2,-16.8,-0.0687,2.3,5.1,1417
O=C(C(=O)N1CCOCC1)c1cn(CC(=O)N2CCc3ccccc3C2)c2ccccc12,1.8,-1.9,-2.4,4.9,0.5,2.9,1.0,-0.843,-13.3,1.2,1558

# Screens: PubChem BioAssay, several laboratories
